# Screens as filed in PubChem BioAssay.
# MazF activator – activators of E. coli MazEF toxin-antitoxin RNase, primary screen, biochemical, fluorescence, uHTS; 350,000 tested, 0.32% active; activation, % at 20 µM; AID 504720, 2011; FAM/BHQ RNA-DNA oligo cleavage fluorescence, 5 h; in the data active = activation above about 50%
# DUSP3 inh – VHR1 phosphatase inhibitors, primary screen, biochemical, absorbance, uHTS; recombinant VHR phosphatase, pNPP absorbance; Dual specificity protein phosphatase 3 (Homo sapiens), P51452; 290,000 tested, 0.52% active; inhibition, % at 13.3 µM; in the data active = inhibition above about 50%; note: some compounds called inactive have numbers as strong as hits
# TcdB inh – TcdB glycohydrolase inhibitors, primary screen, biochemical, single point, plate reader. Toxin B (Clostridioides difficile), P18177. TcdB glycohydrolase enzymatic assay. inhibition, % at 9.99 µM. 350,000 tested, 0.24% active. AID 652162, 2013; in the data active = inhibition above about 10%
# Target sequence (P18177 whole entry, looked up): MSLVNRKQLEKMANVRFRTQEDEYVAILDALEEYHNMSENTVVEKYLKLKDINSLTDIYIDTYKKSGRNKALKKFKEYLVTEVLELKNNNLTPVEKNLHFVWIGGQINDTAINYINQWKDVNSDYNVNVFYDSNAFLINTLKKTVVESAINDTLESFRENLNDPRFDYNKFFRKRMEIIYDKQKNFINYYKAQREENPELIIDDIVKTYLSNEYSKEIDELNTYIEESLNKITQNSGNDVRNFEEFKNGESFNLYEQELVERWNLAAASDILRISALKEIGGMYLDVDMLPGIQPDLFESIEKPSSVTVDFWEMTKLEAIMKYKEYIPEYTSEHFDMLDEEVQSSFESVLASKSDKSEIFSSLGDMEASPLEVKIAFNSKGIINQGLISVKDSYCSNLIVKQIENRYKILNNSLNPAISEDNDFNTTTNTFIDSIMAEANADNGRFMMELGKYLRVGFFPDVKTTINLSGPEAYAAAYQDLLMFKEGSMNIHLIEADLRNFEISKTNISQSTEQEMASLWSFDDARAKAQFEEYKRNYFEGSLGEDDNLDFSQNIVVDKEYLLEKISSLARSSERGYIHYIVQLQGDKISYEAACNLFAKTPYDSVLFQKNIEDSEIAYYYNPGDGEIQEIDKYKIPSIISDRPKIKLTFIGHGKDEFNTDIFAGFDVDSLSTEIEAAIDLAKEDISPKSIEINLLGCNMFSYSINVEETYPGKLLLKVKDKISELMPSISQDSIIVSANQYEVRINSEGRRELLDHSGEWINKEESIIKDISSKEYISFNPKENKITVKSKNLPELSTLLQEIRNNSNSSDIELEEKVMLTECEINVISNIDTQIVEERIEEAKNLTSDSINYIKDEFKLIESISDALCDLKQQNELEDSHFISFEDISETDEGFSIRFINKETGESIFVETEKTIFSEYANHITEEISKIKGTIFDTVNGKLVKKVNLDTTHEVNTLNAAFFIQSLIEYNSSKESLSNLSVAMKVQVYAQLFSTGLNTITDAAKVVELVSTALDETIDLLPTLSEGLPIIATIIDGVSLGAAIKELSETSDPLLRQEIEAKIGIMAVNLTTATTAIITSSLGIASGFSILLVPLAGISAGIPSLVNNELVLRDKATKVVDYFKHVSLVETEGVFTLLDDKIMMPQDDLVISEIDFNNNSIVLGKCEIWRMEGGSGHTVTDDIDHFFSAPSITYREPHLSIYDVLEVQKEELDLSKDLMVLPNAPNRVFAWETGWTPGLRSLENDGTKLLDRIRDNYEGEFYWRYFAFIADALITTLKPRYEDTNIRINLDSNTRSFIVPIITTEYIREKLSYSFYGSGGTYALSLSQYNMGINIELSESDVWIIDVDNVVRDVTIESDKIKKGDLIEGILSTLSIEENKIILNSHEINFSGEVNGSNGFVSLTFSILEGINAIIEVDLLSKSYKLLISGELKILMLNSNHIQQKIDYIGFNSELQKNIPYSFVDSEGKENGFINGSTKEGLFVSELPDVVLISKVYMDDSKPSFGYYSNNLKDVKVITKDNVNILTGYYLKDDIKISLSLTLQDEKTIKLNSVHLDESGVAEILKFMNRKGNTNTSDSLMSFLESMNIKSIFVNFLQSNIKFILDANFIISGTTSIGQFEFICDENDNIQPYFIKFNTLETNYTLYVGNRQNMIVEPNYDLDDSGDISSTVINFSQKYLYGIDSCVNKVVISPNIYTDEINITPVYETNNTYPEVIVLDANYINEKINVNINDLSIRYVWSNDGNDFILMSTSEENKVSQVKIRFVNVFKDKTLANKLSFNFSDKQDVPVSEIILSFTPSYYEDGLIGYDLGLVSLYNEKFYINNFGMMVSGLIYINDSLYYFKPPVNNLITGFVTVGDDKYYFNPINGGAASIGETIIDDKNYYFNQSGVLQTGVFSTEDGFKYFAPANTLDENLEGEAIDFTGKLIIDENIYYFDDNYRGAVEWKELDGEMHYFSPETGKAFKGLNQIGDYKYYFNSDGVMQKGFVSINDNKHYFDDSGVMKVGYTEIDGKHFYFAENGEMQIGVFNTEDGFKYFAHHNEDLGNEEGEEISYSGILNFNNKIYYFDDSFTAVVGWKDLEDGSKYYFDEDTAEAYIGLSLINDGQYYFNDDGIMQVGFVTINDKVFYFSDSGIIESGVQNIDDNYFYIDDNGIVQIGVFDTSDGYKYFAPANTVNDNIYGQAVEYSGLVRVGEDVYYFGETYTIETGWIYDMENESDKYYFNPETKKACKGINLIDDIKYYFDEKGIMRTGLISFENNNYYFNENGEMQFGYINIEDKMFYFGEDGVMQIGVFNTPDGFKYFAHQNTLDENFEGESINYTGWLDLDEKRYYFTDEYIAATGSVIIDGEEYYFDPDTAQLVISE
# BH1578 lux ind – inducers of Vibrio cholerae quorum light production without autoinducers, primary screen, BH1578 luxS cqsA deficient, single point; V. cholerae BH1578 lux reporter, luminescence, 6 h; activation, % at 18.7 µM; 350,000 tested, 0.16% active; in the data active = activation mostly above about 9.7%, no sharp cut-off; inconclusive = no clear call, values can overlap the other calls; inactive = mostly below about 3.7%; note: not every result past the cut was called active; inactives centre near 0; reference of the scale not given here
# 3CLpro inhibitor – SARS-CoV 3CLpro protease inhibitors, primary screen, biochemical, quenched FRET | Replicase polyprotein 1ab (Severe acute respiratory syndrome coronavirus), P0C6X7 | recombinant SARS-CoV 3CLpro, quenched FRET peptide cleavage | inhibition, % at 6 µM | 290,000 tested, 0.14% active; in the data active = inhibition above about 12%
# Rv3671c protease – Rv3671c serine protease inhibitors, primary screen, biochemical, fluorescence polarization, M. tuberculosis H37Rv. P9WHR9. inhibition, % at 5.96 µM. 320,000 tested, 0.048% active; in the data active = inhibition above about 38%;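 note: extracellular domain of Rv3671c used as enzyme; 0% = enzyme with DMSO and 100% = no enzyme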
# PfHsp40 yeast – rescue of yeast from PfHsp40 toxicity, primary screen, S. cerevisiae, ATP luminescence; 340,000 tested, 0.68% active; S. cerevisiae expressing PfHsp40, growth rescue; growth rescue, % at 12.5 µM; in the data active = growth rescue above about 28%, passing the limit was not always enough; inconclusive = no clear call, values can overlap the other calls;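 note: yeast W303a lacking pdr1 and pdr3 grown in galactose medium; growth measured after three days at 30 °C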
# Yp Topo-I inh – Yersinia pestis topoisomerase I inhibitors, primary screen, biochemical, cleavage product accumulation, plate reader, single point | DNA topoisomerase I (Yersinia pestis CO92) | Y. pestis Topo-I cleavage product accumulation | activity, % at 10 µM | 360,000 tested, 0.064% active; in the data active = activity above about 50%, passing the limit was not always enough; inconclusive = no clear call, values can overlap the other calls; note: inactives centre near 2
# Anthrax LF prot – Bacillus anthracis LF protease inhibitors, primary screen, biochemical, multiplex microsphere, MLPCN library | inhibition, % at 10 µM | multiplex microsphere protease cleavage assay | 360,000 tested, 0.12% active | AID 588501, 2011 | Lethal factor (Bacillus anthracis), P15917; in the data active = inhibition above about 30%; inconclusive = no clear call, values can overlap the other calls; note: plate controls were buffer without enzyme for full effect and enzyme alone for no effect
# PriA SSB inh – inhibitors of Klebsiella pneumoniae PriA binding to SSB C-terminal tail, primary screen, biochemical, AlphaScreen; PriA–SSB C-terminal tail interaction (Klebsiella pneumoniae); AlphaScreen SSBct-PriA binding, biotinylated peptide; inhibition, % at 33 µM; 430,000 tested, 0.6% active; in the data active = inhibition mostly above about 37%, no sharp cut-off; inactive = mostly below about 20%;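 note: plate controls were negative control peptide for no effect and reference peptide for full effect; strong numbers were not always called active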
# * marks the source's active call; other numbers are inactive results; i = inactive; ? = inconclusive; . = not tested or not shown; & = joins results of further samples. This is a subset, so the mix of outcomes need not match the whole.
SMILES,MazF activator,DUSP3 inh,TcdB inh,BH1578 lux ind,3CLpro inhibitor,Rv3671c protease,PfHsp40 yeast,Yp Topo-I inh,Anthrax LF prot,PriA SSB inh
COc1ccc(Cn2c(CO)cnc2SCC(=O)Nc2cccc(NC(C)=O)c2)cc1,8,8,0.3,i,6,0,-1.0,-4,-2,-12
COc1cc(/C=N/NC(=O)C(Cc2c[nH]c3ccccc23)NC(=O)OCC(C)C)cc([N+](=O)[O-])c1O (centres undefined),2,7,0.2,-0.2,2,10,1.4,-7,-2,.
CSc1nnc(-c2cccc(C)c2)n1N,2,30,.,4.5,3,8,-1.7,-4,-1,3
CCOC(=O)c1c(-c2ccccc2)oc2ccc(OC(=O)N(C)C)cc12,-10,1,.,1.8,-1,-5,-0.2,11,-6,-7&-42
COc1ccc(C2=CC(=O)C[C@H](c3ccc4c(c3)OCO4)C2)cn1,2,.,-0.6,i,.,-13,0.9,-5,-4,-11
Cc1ccccc1NC(=O)CSC(=O)c1ccccc1,5,.,0.6,6.2,.,-5,-0.1,6,-10,-5
Cc1ccc(-c2nnc(SCC(=O)N/N=C/c3cccs3)n2-c2ccc(C)cc2)cc1,7,37,.,-0.3,2,10,1.5,8,0,.
CCOC(=O)C1(Cc2ccc(OC)cc2)CCN(S(C)(=O)=O)CC1,-1,16,1.5,0.5,-3,-4,-2.3,2,-6,-12
COc1ccc(-c2cccc3c2C2CC3CCN2C(=O)OCc2ccccc2)cc1 (centres undefined),-12,.,0.7,-0.2,.,.,0.0,44,-3,-3
CC(=O)Nc1sc2c(c1C#N)CCCC2,4,-10,.,-1.3,-4,4,0.6,3,0,4
Cc1cc(OC(=O)c2ccc(F)cc2)c([N+](=O)[O-])c(=O)[nH]1,3,-14,2.1,i,-2,-5,-0.7,-1,-3,-3
Cc1[nH]n(C2=NCCS2)c(=O)c1N=Nc1cccc(C(F)(F)F)c1,0,12,2.0,0.0,-2,-2,?,-6,0,-16
O=C(O)c1ccccc1NC(=O)c1ccccc1-c1ccccc1C(=O)O,2,22,0.0,2.3,1,-4,-0.6,3,2,-7
O=C(COC(=O)c1ccc(NS(=O)(=O)c2cccs2)cc1O)Nc1nc2ccccc2s1,8,17,0.4,-3.2,2,-72,1.2,-8,-9,1
CSc1nnc(C(C)c2ncc(C(F)(F)F)cc2Cl)n1C (centres undefined),0,27,0.8,i,4,15,-1.4,-2,7,-12
COc1ccc(CCNc2nc(-c3ccc(F)cc3)c(CC(=O)O)s2)cc1OC,1,-7,2.3,i,-2,-8,-0.2,8,-2,-2
CCC(Sc1nc(C)cc(=O)[nH]1)C(=O)Nc1nc2c(s1)CCCC2 (centres undefined),-1,-19,.,-1.7,4,-3,-1.0,-11,-7,-9
COc1cc(OC)cc(C(=O)N[C@H](C(=O)NCc2ccc(F)cc2)C(C)C)c1,-1,-10,0.3,-0.5,4,1,2.0,-6,14,-13
Cc1ccc(-c2noc(C3CCN(C(=O)Nc4ccc(C#N)cc4)CC3)n2)o1,4,32,.,-0.4,0,3,0.8,6,0,-18
Cc1c(NC(=O)c2ccc(N(C)S(C)(=O)=O)cc2)c(=O)n(-c2ccccc2)n1C,2,12,-2.6,-0.5,-3,-4,0.6,0,-5,-4
COc1ccc(C(=O)NN(c2ccccc2)c2ccccc2)cc1,-6,6,.,-0.3,2,-6,-1.4,-4,-19,-14
Nc1cc(C(=O)OCC(=O)NNC(=O)c2cccs2)ccc1Cl,5,.,1.3,-1.4,.,3,-0.4,-4,4,-2
CCOC(=O)Nc1c(O)ccc2oc(C)c(-c3ccccc3)c12,4,-15,.,-0.4,-8,7,-1.0,11,-1,-3
Cc1ccc(C)c(CN2C(=O)C3CCCN3c3ccc(C#N)cc32)c1 (centres undefined),-10,33,.,-0.7,3,-4,-1.1,4,-1,6
CCOC(=O)N1CCN(C(=O)c2noc(C(C)C)c2[N+](=O)[O-])CC1,7,11,0.8,-0.1,-5,-1,-1.4,-3,-4,-5

# The closing three compounds of the section before lead into the next.
SMILES,MazF activator,DUSP3 inh,TcdB inh,BH1578 lux ind,3CLpro inhibitor,Rv3671c protease,PfHsp40 yeast,Yp Topo-I inh,Anthrax LF prot,PriA SSB inh
CCOC(=O)Nc1c(O)ccc2oc(C)c(-c3ccccc3)c12,4,-15,.,-0.4,-8,7,-1.0,11,-1,-3
Cc1ccc(C)c(CN2C(=O)C3CCCN3c3ccc(C#N)cc32)c1 (centres undefined),-10,33,.,-0.7,3,-4,-1.1,4,-1,6
CCOC(=O)N1CCN(C(=O)c2noc(C(C)C)c2[N+](=O)[O-])CC1,7,11,0.8,-0.1,-5,-1,-1.4,-3,-4,-5
OC(COC(c1ccccc1)c1ccccc1)CN1CCc2ccccc2C1 (centres undefined),-3,-2,1.5,1.6,2,5,0.2,25,1,5
C=CCNc1nc(NCc2ccccc2)nc(OCC)n1,3,35,1.7,i,-4,.,-1.7,1,-2,2
Cc1ccccc1Sc1ccc(N)cn1,-2,.,0.6,-0.6,.,-12,.,2,.,-2
COc1ccc(C(=O)/C=C/Nc2ccc([N+](=O)[O-])cc2C)c(OC)c1,-9,9,1.7,-0.5,2,0,1.9,-9,10,.
O=C1c2ccccc2C(=O)N1CCOc1cccc(Br)c1,-3,0,1.3,-0.4,4,0,1.5,32,2,-37
C=CCn1c(SCc2cc(=O)n3cc(C)ccc3n2)nnc1-c1ccc(F)cc1,6,8,.,-1.0,-2,-12,1.4,5,-1,0
O=C(NCCCN1CCOCC1)c1c(F)c(F)c(F)c(F)c1F,8,11,-0.6,i,5,-3,-1.0,-3,-2,1
O=C(CSCc1ccccc1)Nc1ccc(F)c(F)c1,-2,0,.,-0.1,1,-13,-0.6,6,-2,-17
COc1ccc(C2(C(=O)NC3CCCCC3)CCOCC2)cc1OC,5,-2,.,i,0,0,0.1,-4,-3,-3
COC(=O)c1nc(N)sc1C(C)C,9,53*,0.4,i,-2,-4,-1.0,-5,-5,3
CCn1c(CCNC(=O)c2ccc(F)cc2)nc2ccccc21,-2,-23,1.4,i,-5,2,-0.8,0,1,1&-12&-4
Cc1cccn2cc(CCNS(=O)(=O)c3ccc([N+](=O)[O-])cc3)nc12,8,4,1.8,-0.4,3,2,1.6,-9,0,-7
CC1CCCCN1C(=O)CNCc1ccc(F)cc1 (centres undefined),9,.,0.3,-18,1,3,17,2,4,-4
O=C(CSc1nc2ncccc2[nH]1)Nc1ccc2c(c1)OCCO2,4,24,.,-6.2,-4,1,0.6,-6,2,-4
Cc1nc(N2CCN(c3ccccc3F)CC2)[nH]c(=O)c1C,13,13,2.4,-0.6,0,.,-0.2,2,8,-11
COc1ccc(C(=O)N2CCCC2(C#N)c2ccccc2)cc1[N+](=O)[O-] (centres undefined),1,-2,0.7,-0.6,-2,1,24,-7,3,1
Cn1cnnc1SCC(=O)Nc1nc(-c2ccccc2)cs1,9,15,0.3,0.2,6,-1,0.0,-10,2,-4
COc1ccc(-c2ccc(C(=O)O)c(=O)[nH]2)cc1,-10,26,0.4,-0.1,-5,-2,-1.1,3,0,-18
CNC(=O)c1cccc(NC(=O)CCCNC(=O)c2ccc(Cl)cc2)c1,-2,12,0.2,-4.0,4,4,-0.4,-3,26,-9
COc1ccc(N2CCN(C(=O)c3ccc(-c4ccccc4)cc3)CC2)cc1,-5,5,-1.4,1.4,1,-3,-1.1,3,-10,-1
O=C1NC(=O)C2C1C(c1ccc([N+](=O)[O-])cc1)=NN2Cc1ccccc1 (centres undefined),-5,46,0.5,0.0,0,3,1.7,-3,5,1
Cc1ccccc1Cc1c(C)nc2c(C(=O)NCc3ccc4c(c3)OCO4)cnn2c1C,-23,-8,3.1,1.8,3,5,4.1,9,-4,-8
CCOc1cc(/C=N/NC(=O)C(O)(c2ccccc2)c2ccccc2)ccc1OC(=O)c1ccco1,12,.,0.9,-0.4,.,-41,-1.5,-3,-6,.
COc1ccc(NC(=O)N(O)C2(C#N)CCCCC2)cc1,13,.,0.8,i,.,.,-0.3,2,4,-19
CCC1NC(=O)c2cccnc2-n2c1nc1cc(OC)c(OC)cc1c2=O (centres undefined),-3,.,-0.1,i,.,.,.,7,-6,.
# The list goes on:
SMILES,MazF activator,DUSP3 inh,TcdB inh,BH1578 lux ind,3CLpro inhibitor,Rv3671c protease,PfHsp40 yeast,Yp Topo-I inh,Anthrax LF prot,PriA SSB inh
CCC1CCCCN1C(=O)c1cc(COc2ccc(-n3cncn3)cc2)on1 (centres undefined),-2,40,0.2,i,-2,0,0.7,17,-2,-10
CCOCCCNC(=O)CN1C(=O)COc2ccc(S(=O)(=O)N3CCC(C)CC3)cc21,-6,1,.,i,2,0,-0.6,-6,-3,-9
COCCCN(C(=O)Nc1ccccc1)C(C)c1ccncc1 (centres undefined),12,-8,2.9,-0.2,1,2,-1.1,1,-8,-7
COc1ccc(-c2cc3nc(C)cc(N4CCN(C(=O)c5ccco5)CC4)n3n2)cc1,9,.,1.4,i,.,.,.,11,-6,.
CCCCCCCCNc1ccccc1S(=O)(=O)NCc1ccccc1,0,.,1.9,i,.,.,6.4,17,-2,-51
O=C(O)c1[nH]c2ccccc2c1NS(=O)(=O)Cc1ccccc1,11,-6,.,6.6,5,2,1.0,17,-5,12
Fc1ccc(C(c2nnnn2Cc2ccco2)N2CCN(C3CCCCC3)CC2)cc1 (centres undefined),3,-15,.,-7.7,-1,-3,0.0,-1,-2,2
COC(=O)c1ccc(OC(=O)c2cccnc2SC)cc1,3,16,0.9,-0.3,-2,-17,-0.4,5,3,-8
Cc1cc(NC(=O)CSc2nc(-c3ccccc3)nc3c2c(=O)n(C)c(=O)n3C)no1,14,7,0.0,i,4,-4,-1.2,-4,-16,-1
C=CCn1c(C(C)NC(=O)COC)nc2ccccc21 (centres undefined),4,-2,0.3,-0.2,1,-1,0.5,-2,-9,-17
Cc1c(Cl)cccc1N=C1SCCN1C(=O)CN1C(=O)NC2(CCCC2)C1=O,-4,.,0.9,-5.6,.,5,-0.4,17,-2,-5
O=C(NCCC1CCCCN1S(=O)(=O)c1ccccc1)C(=O)NCCN1CCOCC1 (centres undefined),3,.,-0.7,-1.2,.,6,0.0,3,0,-15
O=C(NC1CCCCC1)C(c1ccccn1)N(C(=O)Cc1cccs1)c1ccc(Cl)cc1 (centres undefined),-2,37,.,-0.5,0,-3,1.0,9,-2,-8
COc1nc(-c2ccc(Cl)cc2)nnc1C,5,-12,1.4,0.6,0,-4,-1.0,3,0,-13
CCOC(=O)C1(Cc2ccc(OC)cc2)CCN(C(=O)C2CCCO2)CC1 (centres undefined),0,5,0.9,-0.3,4,-2,-0.1,0,1,-9
CCOC(=O)CSc1nnc(CNC(=O)c2ccc(S(=O)(=O)N3CCCCC3)cc2)n1C,-1,26,.,-0.5,-6,3,-0.6,1,-5,-5
O=C(CCS(=O)(=O)Cc1ccccc1)N1CCN(Cc2ccccc2)CC1,8,6,0.6,-0.8,-2,2,-0.6,-7,-3,-2
CC12CCC(C(=O)NCc3ccccn3)(OC1=O)C2(C)C (centres undefined),3,4,.,i,-2,-1,1.5,4,-2,10
COc1ccc(CN/C=C2\CCCCC2=O)cc1,2,4,-0.1,i,0,3,-0.3,0,1,.
